# Assay outcomes (PubChem)
# MCF10A rereplic: DNA re-replication induction in MCF 10a cells. MCF 10A DNA re-replication, Hoechst nuclear intensity, 48 h. Potency, µM (top dose mostly 46.1 µM), without a hit: at the top dose activity, positive = re-replication, actives largely listed as activators. 350,000 tested, 2.9% active. AID 624296; note: potency is the fitted concentration of half-maximal effect; % of control where 0% means no effect; nearly all actives have a fitted effect of over 50% in size
# HepG2 viability: counter-screen for TGF-b inhibitors: cytotoxicity in HepG2 cells | 410,000 tested, 0.76% active | HepG2 CAGA-GFP viability, ATP luminescence, 18 h | Potency, µM (series often up to 46.1 µM), for the others: top-dose activity change, negative = cytotoxicity, usual class: cytotoxic | AID 588856; note: potency is the fitted concentration of half-maximal effect; some results filed as inactive show a strong effect at the top dose
#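 CellTiter-Glo luminescence gave cytotoxicity after 18 hours at 37 degrees C. The cells were HepG2 CAGA-GFP in 1% FBS DMEM, stimulated with 500 pg/mL TGF-beta after compound addition. %Activity was normalised to no-cell wells (complete cell-killing) and DMSO (no toxicity), and curves were fitted and classified.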
# ATXN2 expr inh: reduces ATXN2 reporter expression in HEK-293 cells | AID 1745845 | Potency, µM (titrated, usually from 57 µM), inactives show at the top dose activity change, negative = inhibition, hits mostly inhibitors | HEK-293 ATXN2-luciferase reporter, luminescence, 24 h | 360,000 tested, 0.72% active; note: potency is the fitted concentration of half-maximal effect; % is set by controls: 0 for no effect and ±100 for the full control effect; nearly all actives have a fitted effect of over 55% in size
#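 qHTS (up to 57 uM final) was run with 24 h compound exposure of reporter cells at 37 °C. Each well was multiplexed: SteadyGlo luminescence measured ATXN2-luciferase expression after a fluorogenic Gly-Phe-AFC viability readout (25 uM final).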
# ATXN viability: reduces viability in counter-screen for ATXN expression inhibitors. S2 cells (HEK-293 line with an ATXN2-luciferase reporter) viability, CellTiter-Fluor protease fluorescence, 24 h. Potency, µM (top dose mostly 56.7 µM), actives largely listed as cytotoxic. AID 651635. 400,000 tested, 0.49% active; note: potency is the fitted concentration of half-maximal effect; nearly all actives have a fitted effect of over 40% in size
# TGFb inhibitor: inhibitors of TGF-b signaling | HepG2 CAGA-GFP TGF-b/SMAD3 reporter, GFP fluorescence, 18 h; TGF-beta stimulated, 500 pg/mL final | Potency, µM (doses to about 46.1 µM), for the others: top-dose activity, negative = inhibition, hits mostly inhibitors | 410,000 tested, 1.2% active | AID 588855; note: potency is the fitted concentration of half-maximal effect; % is set by controls: 0 for no effect and ±100 for the full control effect; nearly all actives have a fitted effect of over 65% in size
#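 HEPG2 CAGA-GFP, 1000 cells/well; 2 h settle, 37 C; cpd via pin tool; TGF-b 500 pg/mL final; 18 h, 37 C; GFP imaging ex488/em500-530; %Activity normalised to -TGF-b and +DMSO controls; CRC fit, curve class.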
# A549 tox: counter-screen for Nrf2 inhibitors: cytotoxicity in A549 cells. A549 ARE-Fluc cells, CellTiter-Fluor viability, 18-24 h. Potency, µM (highest dose often 46 µM), for the others: at the top dose activity change, negative = cytotoxicity, most hits filed as inhibitors. 390,000 tested, 0.16% active. AID 504648; note: potency is the fitted concentration of half-maximal effect; % is set by controls: 0 for no effect and ±100 for the full control effect
#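 A549 ARE_Fluc cells in 5% FBS OPTI-MEM were exposed to compounds in concentration-response for 18-24 h at 37 deg C. Viability was read by CellTiter-Fluor fluorescence (Ex 405/Em 525) after 30 min, before the luciferase read.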
# IL1B secr inh: inhibitors of inflammasome signaling (IL-1 beta secretion). THP-1 LPS/ATP IL-1B secretion, AlphaLISA, 16 h; stronger effect = lower value. activity change, % at 57.5 µM. 360,000 tested, 4.7% active; in the data active = activity change below about -50%; inconclusive = mostly about -30% to -49%; note: % is set by controls: 0 for no effect and ±100 for the full control effect
#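 Secreted IL-1B measured by AlphaLISA bead assay after 16 h compound exposure of THP-1 cells; compounds (final up to 57.5 uM) added 1 h before LPS (250 ng/mL) and ATP (1.25 mM) stimulation; lower signal means less secretion.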
# Nrf2 block: blocks Nrf2 signaling; A549 ARE-Fluc reporter, luciferase luminescence, 18-24 h; 360,000 tested, 2.1% active; Potency, µM (series often up to 46 µM), for the others: at the top dose activity change, negative = inhibition, most hits filed as inhibitors; note: potency is the fitted concentration of half-maximal effect; % is set by controls: 0 for no effect and ±100 for the full control effect; nearly all actives have a fitted effect of over 60% in size
#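 A549 ARE_Fluc cells (5000/well, 5% FBS OPTI-MEM) pre-incubated 2 h, then treated with compounds 18-24 h at 37C/5% CO2 in concentration-response. CellTiter-Fluor viability read first; BugLite luciferase luminescence after 15 min at room temperature gives Nrf2 activity.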
# Nrf2 ARE act: activators of Nrf2 (ARE) signaling; AREc32 ARE-luciferase reporter (MCF7-derived line), luminescence, 24 h; Potency, µM (series often up to 46.1 µM), for inactives: at the highest dose activation, most hits filed as activators; 410,000 tested, 0.31% active; AID 624171; note: potency is the fitted concentration of half-maximal effect; % of control where 0% means no effect; nearly all actives have a fitted effect of over 65% in size
#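 Quantitative high-throughput format: AREc32 reporter cells, 1000 per well, received compound by pin transfer and were incubated 24 hr at 37 deg C, 5% CO2, before Steady-Glo luminescence detection.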
# The depositor's hits bear a star; i = inactive; ? = inconclusive; nt = not tested or not shown; [ ] = remark or other dose. Unless noted, calls come from the whole dose curve; as a rule, active = well fitted curve in the direction sought with a large enough effect; inconclusive = small, poorly fitted or top-dose-only effect, or another doubt; inactive = no such curve, though single readings can be large; an effect the other way counts as inactive or inconclusive.
# Key to letters – A = MCF10A rereplic; B = HepG2 viability; C = ATXN2 expr inh; D = ATXN viability; E = TGFb inhibitor; F = A549 tox; G = IL1B secr inh; H = Nrf2 block; I = Nrf2 ARE act
CC(NC(=O)Nc1ccccc1)C(c1ccccc1)N1CCOCC1 (stereo unspecified)
  A = 1% | B = 0% | C = 14% | D = i | E = -3% | F = 1% | G = 20 | H = 1% | I = -0.8%

CCOc1cc(C)c(Cl)cc1S(=O)(=O)NCCOC
  A = -2% | B = -4% | C = 2% | D = i | E = -3% | F = -3% | G = 1 | H = -1% | I = -0.8%

COc1ccc(S(=O)(=O)N2Cc3ccccc3CC2C(=O)Nc2cccc(C)c2)cc1OC (stereo unspecified)
  A = nt | B = -13% | C = -3% | D = ? | E = -26% | F = -18% | G = nt | H = -21% | I = 4.6%

COc1ccc(NC(=O)COC(=O)c2ccc(F)cc2F)cc1
  A = -4% | B = 1% | C = -15% | D = i | E = 11% | F = -1% | G = 21 | H = -3% | I = 0.2%

Cc1ccc(N(CC(=O)NCCSCc2ccco2)S(=O)(=O)c2ccc(F)cc2)cc1
  A = 0% | B = 4% | C = nt | D = ? | E = -21% | F = 0% | G = -23 | H = 6% | I = 0.4%

CCOC(=O)c1sc2ccccc2c1S(=O)(=O)N1CCN(c2ccccc2)CC1
  A = nt | B = -6% | C = 3% | D = i | E = -19% | F = 15% | G = nt | H = nt | I = 0.3%

C=CCn1c(SCC(=O)c2ccc(O)c(O)c2)nnc1-c1ccc(OC)cc1
  A = -7% | B = -18% | C = -14% | D = i | E = 5% | F = -3% | G = 52 | H = ? | I = 0.0%

O=C(Nc1ccc(S(=O)(=O)NCc2ccccc2)cc1)Nc1ccc2c(c1)OCO2
  A = -2% | B = -5% | C = 17% | D = i | E = -12% | F = -10% | G = -1 | H = 6% | I = 3.1%

Nc1c2c(=O)[nH]c(O)cc2nn1-c1ccccc1
  A = -1% | B = -2% | C = 33% | D = i | E = -5% | F = 3% | G = 36 | H = 2% | I = 7.7%

CC1(C)Cc2nc3sc4c(N(CCO)CCO)ncnc4c3cc2CO1
  A = 18% | B = 2% | C = 14% | D = i | E = 11% | F = -1% | G = -2 | H = 22% | I = 0.1%

COc1ccc(OCC(=O)N/N=C(\C)CC(=O)Nc2cccc([N+](=O)[O-])c2)cc1
  A = 0% | B = 1% | C = nt | D = i | E = 4% | F = -3% | G = -14 | H = 5% | I = 0.4%

COc1ccc(N2CCN(C(=O)C3=NNC(=O)CC3)CC2)cc1
  A = ? | B = -9% | C = nt | D = i | E = -5% | F = 3% | G = -6 | H = -9% | I = 0.3%

Oc1c(C(c2ccco2)N2CCOCC2)sc2ncnn12 (stereo unspecified)
  A = 7% | B = -2% | C = 5% | D = i | E = -9% | F = 0% | G = -2 | H = 13% | I = -0.5%

Cc1onc(-c2ccccc2)c1C(=O)Nc1nncs1
  A = -5% | B = -24% | C = 3% | D = i | E = -7% | F = -3% | G = -1 | H = -4% | I = 1.1%

Cn1cccc1/C=N/NC(N)=S
  A = -2% | B = -23% | C = 3% | D = i | E = -1% | F = 0% | G = 25 | H = 11% | I = 3.5%

COc1ccc(CCNS(=O)(=O)c2ccc(F)c(C(=O)Nc3ccc(Cl)cc3)c2)cc1OC
  A = nt | B = -21% | C = ? | D = ? | E = ? | F = -1% | G = nt | H = nt | I = 5.5%

Cc1nc(Oc2ccc(Cl)cc2)c2oc3ccccc3c2n1
  A = 2% | B = 0% | C = -13% | D = i | E = 0% | F = 3% | G = 0 | H = -19% | I = -0.2%

CCn1ccnc1CN(C)Cc1cn(-c2cccc(C)c2)nc1-c1cccc(F)c1
  A = 5.8µM* | B = -106% | C = nt | D = 25µM* | E = ? | F = ? | G = -62* | H = -33% | I = -3.2%

O=[N+]([O-])c1ccc(N=NNc2ccccc2)cc1
  A = 15% | B = -6% | C = 7% | D = i | E = -6% | F = -16% | G = -3 | H = -1% | I = 4.9%

Oc1ccccc1N1CCN(c2ncnc3scc(-c4ccc(F)cc4)c23)CC1
  A = ? | B = 2% | C = -32% | D = i | E = ? | F = 2% | G = ? | H = 5% | I = 3.4%

COc1ccc(S(=O)(=O)NCc2ccccn2)c(C)c1C
  A = -14% | B = -2% | C = 0% | D = i | E = 17% | F = 0% | G = -11 | H = 0% | I = -0.6%

Cc1cccc(CNC(=O)C2CCC(=O)N(C3CC3)C2)c1 (stereo unspecified)
  A = 0% | B = 3% | C = 14% | D = i | E = 7% | F = 5% | G = 30 | H = 6% | I = -0.1%

O=C(CCn1c(=O)[nH]c2ccccc2c1=O)NCCSCc1ccccc1
  A = 1% | B = -1% | C = -1% | D = i | E = 0% | F = 3% | G = 2 | H = 0% | I = 0.1%

CCC(C)N1CCC(Oc2ccc(C(=O)NCc3ccccn3)cc2)CC1 (stereo unspecified)
  A = 9% | B = 24% | C = 3% | D = i | E = 14% | F = 1% | G = i | H = 12% | I = 1.8%

Cc1cccc(C(=O)O/N=C(\N)c2ccc(Cl)cc2)c1
  A = 12% | B = -20% | C = nt | D = i | E = 0% | F = 3% | G = 16 | H = ? | I = ?

# Key to letters – A = MCF10A rereplic; B = HepG2 viability; C = ATXN2 expr inh; D = ATXN viability; E = TGFb inhibitor; F = A549 tox; G = IL1B secr inh; H = Nrf2 block; I = Nrf2 ARE act
CC1CCN(c2c(NCC3CCC(C(=O)NC4CCCCCC4)CC3)c(=O)c2=O)CC1 (stereo unspecified)
  A = 2% | B = 0% | C = 13% | D = i | E = 3% | F = -17% | G = 7 | H = 23% | I = -2.1%

O=C(C/C(=N/O)c1ccccc1O)C(F)F
  A = 6% | B = 3% | C = 17% | D = i | E = 4% | F = 0% | G = 15 | H = ? | I = 0.4%

S=C1NC[C@H](CC2CCCCC2)N1CC1CCCCC1
  A = ? | B = -22% | C = 32µM* | D = 18µM* | E = ? | F = -1% | G = 0 | H = ? | I = 3.0%

Cc1ccc2nc(N3CCN(C)CC3)c(C#N)cc2c1
  A = 2% | B = 2% | C = -2% | D = i | E = -15% | F = -6% | G = -10 | H = 14% | I = 1.2%

CC(=O)Nc1ccc(C(=O)CSc2nnc3scc(-c4ccccc4)n23)cc1
  A = -5% | B = -11% | C = 4% | D = ? | E = 7% | F = 2% | G = 14 | H = 9% | I = -0.2%

CC(C)(C)OC(=O)N1CCC2(CC1)Oc1ccc(F)cc1C(=O)C21CC(c2ccccc2)=NO1 (stereo unspecified)
  A = -1% | B = -69% | C = -1% | D = i | E = 7% | F = -3% | G = ? | H = 9% | I = 1.2%

CCc1nc2sc3c(N4CCC(C)CC4)ncnc3c2c2c1CCCC2
  A = nt | B = -91% | C = 1% | D = i | E = ? | F = ? | G = nt | H = 12% | I = 9.0%

CCCCCOc1ccc(NC(=O)C2OC3OC(C)(C)OC3C3OC(C)(C)OC23)cc1 (stereo unspecified)
  A = -2% | B = 3% | C = -14%[11.3 µM] | D = i | E = -6% | F = 2% | G = 31 | H = 0% | I = -0.4%

Cc1ccc(S(=O)(=O)NC(=O)Nc2ccc(C)cc2C)cc1
  A = -11% | B = 4% | C = -8% | D = i | E = -5% | F = 9% | G = -30 | H = 10% | I = -0.4%

Nc1nc(-c2ccccc2)cc(-c2ccccc2)n1
  A = 1% | B = -27% | C = 67%[activator] | D = i | E = -7% | F = 15% | G = 0 | H = 11% | I = ?

C[C@@H]1CN([C@H](C)CO)S(=O)(=O)c2ccc(Br)cc2O[C@@H]1CN(C)Cc1ccc(-c2ccccc2)cc1
  A = nt | B = -57% | C = ? | D = ? | E = 16µM* | F = nt | G = -1 | H = nt | I = -3.4%

COCCNC(=O)CSc1nc2ccc(N3CCOCC3)cc2c(=O)n1Cc1ccc(OC)cc1
  A = ? | B = 0% | C = 48%[activator] | D = i | E = 2% | F = nt | G = 8 | H = ? | I = 3.2%

COc1ccc(C)cc1Nc1ncnc2c1c(-c1ccccc1)cn2-c1ccc(C)cc1
  A = nt | B = 12% | C = nt | D = nt | E = -3% | F = -2% | G = nt | H = nt | I = -1.0%

CCOC1=C2[C@@H](CN(S(=O)(=O)c3ccc(C)cc3)[C@H]2c2cccc3ccccc23)[C@H]2C(=O)NC(=O)[C@H]2C1
  A = nt | B = -10% | C = -8% | D = ? | E = -23% | F = nt | G = 2 | H = nt | I = -0.2%

O=C(CN1C(=O)CCC1=O)Nc1nc(-c2ccccn2)cs1
  A = 9% | B = -7% | C = -17% | D = i | E = -5% | F = 16% | G = -22 | H = -4% | I = 1.7%

COC(=O)c1cc(-c2cccc(OC)c2)c2c(=O)[nH]c(=O)n(C)c2n1
  A = 7% | B = -9% | C = -15% | D = i | E = 0% | F = 3% | G = 27 | H = -26% | I = 2.0%

CCCOc1ccc(C(=O)ON=C2CCN(C)CC2)cc1
  A = -10% | B = -33% | C = 2% | D = i | E = -10% | F = 5% | G = -21 | H = -1% | I = -0.7%

O=C(NCN1CCCCC1)c1cnccn1
  A = ? | B = 9% | C = -1% | D = i | E = -5% | F = 3% | G = -6 | H = 15% | I = -0.1%

O/N=C/c1ccc2cccc(O)c2n1
  A = 5% | B = -35% | C = nt | D = ? | E = -15% | F = 1% | G = 0 | H = ? | I = 6.3%

# 3 of the compounds above, with values under each structure.
# Every second line gives: MCF10A rereplic, HepG2 viability, ATXN2 expr inh, ATXN viability, TGFb inhibitor, A549 tox, IL1B secr inh, Nrf2 block, Nrf2 ARE act
CCOC1=C2[C@@H](CN(S(=O)(=O)c3ccc(C)cc3)[C@H]2c2cccc3ccccc23)[C@H]2C(=O)NC(=O)[C@H]2C1
    nt, -10%, -8%, ?, -23%, nt, 2, nt, -0.2%
O=C(CN1C(=O)CCC1=O)Nc1nc(-c2ccccn2)cs1
    9%, -7%, -17%, i, -5%, 16%, -22, -4%, 1.7%
COC(=O)c1cc(-c2cccc(OC)c2)c2c(=O)[nH]c(=O)n(C)c2n1
    7%, -9%, -15%, i, 0%, 3%, 27, -26%, 2.0%
